CHRM4 antagonist = blocks acetylcholine activation of human M4 receptor; CHO-hM4 cells, ACh EC80, Fluo-8 calcium fluorescence; inhibition, % at 3 µM; actives 0.73% (n = 360,000); AID 624125;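 active = inhibition above its plate's cutoff, the mean inhibition of sample wells plus 3 SD, cut at about 27% in these data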;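 note: 0% = acetylcholine EC80 with DMSO and 100% = DMSO without agonist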
M5 antag = antagonists of human muscarinic M5 receptor (CHRM5). P08912. CHO-hM5 cells, Fluo-8 calcium fluorescence, ACh EC80. inhibition, % at 3 µM. actives 0.59% (n = 360,000);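 active = inhibition above a per-plate cutoff, the mean of that plate's test compounds plus 3 SD, cut at about 27% in these data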;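 note: 0% = acetylcholine EC80 with DMSO and 100% = DMSO without agonist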
CHRM1 PAM = positive allosteric modulators of human M1 muscarinic receptor | P11229 | CHO-K1 hM1, Fluo-8 calcium fluorescence, ACh EC20; 0% = ACh EC20, 100% = maximal ACh | activation, % at 3 µM | actives 0.088% (n = 360,000) | AID 588819; in the data active = activation above about 19%, passing the limit was not always enough
Target sequence (P11229 whole entry, looked up): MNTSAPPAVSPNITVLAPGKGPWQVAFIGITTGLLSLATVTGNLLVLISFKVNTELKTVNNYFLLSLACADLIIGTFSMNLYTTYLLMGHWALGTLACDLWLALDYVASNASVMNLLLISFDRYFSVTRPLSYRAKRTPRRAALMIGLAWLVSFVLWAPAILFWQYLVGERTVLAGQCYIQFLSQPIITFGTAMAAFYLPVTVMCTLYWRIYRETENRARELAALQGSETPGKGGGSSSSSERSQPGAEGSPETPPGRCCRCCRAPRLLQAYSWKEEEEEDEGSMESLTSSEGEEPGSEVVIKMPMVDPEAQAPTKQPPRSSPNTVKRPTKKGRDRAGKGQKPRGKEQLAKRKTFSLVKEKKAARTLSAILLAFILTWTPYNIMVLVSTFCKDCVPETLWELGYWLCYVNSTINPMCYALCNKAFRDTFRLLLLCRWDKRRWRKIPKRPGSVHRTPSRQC
CHRM4 agonist = CHRM4 agonism in calcium assay. P08173. CHO-K1 hM4/Gqi5, Fluo-8 calcium fluorescence; vehicle 0%, full acetylcholine response 100%. activation, % at 3 µM. actives 0.14% (n = 360,000);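 active = activation above the run mean over all test wells plus 3 SD, cut at about 32% in these data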;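 note: peak over basal fluorescence ratio per well then scaled between controls; 0% = DMSO wells and 100% = acetylcholine at EC100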
CHRM5 agonist = CHRM5 agonism in calcium assay; activation, % at 3 µM; CHO-K1 hM5 cells, Fluo-8 calcium fluorescence; 0% DMSO wells, 100% maximal acetylcholine response; actives 0.19% (n = 360,000); P08912;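 active = activation above the run's mean over test compounds plus 3 SD, cut at about 23% in these data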;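 note: signal is peak over basal fluorescence ratio across the kinetic read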
CRFR2-BP antag = blocks CRF-induced signaling of the CRF-BP/CRF-R2 complex; HEK293 CRF-R2/CRF-BP, CRF-induced calcium fluorescence; inhibition, % at 11.8 µM; actives 0.59% (n = 350,000); AID 588475;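 active = inhibition of the ligand-induced calcium signal above about 50% at the single tested concentration, limit read from the data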
CHRM4 PAM = CHRM4 positive allosteric modulation; P08173; CHO-K1 hM4/Gqi5, Fluo-8 calcium fluorescence, ACh EC20; 0% = ACh EC20, 100% = maximal ACh; activation, % at 3 µM; actives 0.4% (n = 360,000); AID 624126;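 active = activation above its plate's cutoff, the mean activation of sample wells plus 3 SD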; note: some results filed as inactive read as strong as hits
CRFR2-BP ag = agonists of human CRF-binding protein/CRF-R2 receptor complex; activation, % at 13.2 µM; HEK293 CRF-R2/CRF-BP, calcium dye fluorescence (FLIPR); percent of saturating CRF peptide response; actives 0.46% (n = 350,000);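 active = activation of at least 50%, plus an integration ratio under a set limit after plate pattern correction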;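 note: plate controls were neutral control wells without compound for no effect and CRF at EC100 for full effect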
CHRM5 PAM = CHRM5 positive allosteric modulation. actives 0.3% (n = 360,000). activation, % at 3 µM. CHO-K1 hM5, Fluo-8 calcium, ACh EC20 PAM; 0% = ACh EC20, 100% = ACh EC100;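 active = activation above the run cutoff, the mean activation of all test compounds plus 3 SD, cut at about 18% in these data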
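system = human M5 receptor in CHO-K1 cells | reagent = EC20 acetylcholine as agonist stimulus | compound dosing = single-point, 3 µM nominal | incubation = Fluo-8 loading 80 min at 37 °C plus 30 min room temperature | detection = Fluo-8 calcium dye fluorescence, kinetic read | benchmarks = low control EC20 acetylcholine (0%), high control EC100 acetylcholine (100%)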
The depositor's hits bear a star; · = no result given.

SMILES	CHRM4 antagonist	M5 antag	CHRM1 PAM	CHRM4 agonist	CHRM5 agonist	CRFR2-BP antag	CHRM4 PAM	CRFR2-BP ag	CHRM5 PAM
CCC(C)(C)NC(=O)/C=C/c1ccccc1[N+](=O)[O-]	-4	7	-2	0	-4	-11	4	-0.4	-2
CN(c1ccccc1)c1nc(N2CCCC2)nc(-n2ccnc2)n1	-5	18	-12	-1	-11	-23	0	1.7	2
COc1ccccc1N1CCN(S(=O)(=O)c2ccc(Cl)s2)CC1	-4	4	-1	4	3	-8	-1	0.9	-11
O=c1ccn(-c2cccc(C(F)(F)F)c2)nc1-c1ccn(-c2cccc(Cl)c2)n1	-9	7	1	2	-3	0	7	0.2	-9
CN(Cc1c(F)cccc1Cl)C(=O)CNC(=O)c1ccc2c(c1)OCO2	-1	2	4	3	3	12	0	-1.8	3
O=C(CCC1CCCN(C(=O)c2ccoc2)C1)NCc1ccc(F)c(F)c1 (configuration not stated)	-1	0	5	-1	-1	-3	-1	0.0	1
COC(=O)c1ccc(C2C3=C(Nc4nnnn42)c2ccccc2OC3)cc1 (configuration not stated)	-12	-5	7	3	0	-12	6	7.2	-1
CCCCOc1cccc(OCCCC)c1C(=O)Nc1cc(C)on1	-1	10	3	-4	0	-2	4	-1.7	-6
CC(C)N1CCN(Cc2cccc3nonc23)CC1CCO (configuration not stated)	3	10	12	2	-3	3	-4	0.7	6
COc1ccccc1NC(=O)CN1CCN(CC(=O)Nc2ccc(C)c(F)c2)CC1	-1	4	12	9	-1	-12	0	4.3	-4
CCCNC(=O)COc1coc(CN2CCN(c3cccc(Cl)c3)CC2)cc1=O	1	-9	-1	2	1	3	-5	-0.4	8
Cc1cc2ncn(C(=O)c3ccc(F)cc3)c2cc1C	2	-5	8	0	4	-18	1	-0.3	2
COc1ccc2nc(SCC(=O)N(C)C3CCCCC3)[nH]c2c1	1	6	10	2	0	-25	18	-4.8	5
Cc1cc(C)cc(Nc2nc3c([nH]2)c(=O)n(C)c(=O)n3C)c1	-14	-12	12	1	1	-2	13	-0.2	-2
Cc1ccc(CONC(=O)c2ccc([N+](=O)[O-])cc2)cc1	9	5	12	1	-2	1	5	0.8	-1
NC(=O)C(c1ccc(Sc2ccccc2)nn1)c1ccc(Cl)cc1Cl (configuration not stated)	-1	3	8	4	2	-3	3	-2.5	2
O=C(NCCc1ccc(Cl)cc1Cl)c1cc([N+](=O)[O-])c[nH]c1=O	12	12	-2	13	5	37	-10	33	-11
CNC(=O)C(C)c1ncc(C(F)(F)F)cc1Cl (configuration not stated)	0	13	-5	2	-4	10	12	0.1	1
Cc1ccc(NC(=O)Cn2nc(C)c3ccccc3c2=O)c(C)c1	1	5	3	1	-1	19	-2	-1.6	2
CCSc1nnc(NC(=O)C(Cc2ccccc2)n2cccc2)s1 (configuration not stated)	5	-4	10	1	2	-11	0	8.0	3
Cc1cccn2c(=O)c(C(=O)NC3CCCCC3)c(O)nc12	1	-13	3	0	2	-18	5	0.1	2
CCOc1ccc(NC(=O)c2ccc(NC(=O)C3CCCO3)cc2)cc1 (configuration not stated)	9	24	4	3	-2	-2	-6	-2.5	-3
O=C(O)C1CCN(C(=O)c2ccccc2C(=O)N2CCC(C(=O)O)CC2)CC1	3	0	5	0	0	1	7	0.6	-1
CCOC(=O)c1c(NC(=O)CSc2nnc(-c3ccccc3)o2)sc(C(C)=O)c1C	0	-2	4	2	1	-18	15*	3.1	8
COC(=O)c1cc(C(=O)OCC(=O)NC(=O)c2ccccc2)cc([N+](=O)[O-])c1	8	4	2	-1	-3	-6	-3	-0.2	3
O=C1CCN(Cc2ccc(Cl)cc2)N1	15	14	-12	19	3	-2	-9	3.4	-12
COc1cc(Cl)c(C)cc1NC(=O)CN(C)Cc1cccc(OC)c1OC	2	12	-2	2	-5	34	-5	2.7	-8
Cc1ccc(C2OC(=O)C=C2c2ccccc2)cc1 (configuration not stated)	-2	10	7	-2	-7	11	3	-3.2	-2
O=C(NCCc1ccccc1)/C(=C/c1ccco1)c1ccccc1	2	6	0	1	-2	-30	-4	1.2	-5
Cc1ccc(S(=O)(=O)N2CCN(c3ncnc4sccc34)CC2)cc1C	8	16	-7	11	0	7	-11	0.3	-18
COc1ccc(-c2csc3ncnc(N4CCN(S(=O)(=O)c5ccc(C)cc5)CC4)c23)cc1	-1	-5	-3	1	-3	-11	8	5.0	7
O=C(C1CCCN(S(=O)(=O)c2cccc3cccnc23)C1)N1CCc2ccccc21 (configuration not stated)	-5	2	-5	5	2	-5	0	-9.1	-8
Cc1ccc(Cc2c(-c3cccc(Br)c3)nc3c(C)cc(Br)cn23)cc1	-3	-7	·	-1	-1	·	10	·	-5
Cc1ccc(NC(=O)CSCC(=O)Nc2cc(C(F)(F)F)ccc2N2CCOCC2)cc1	-9	4	3	0	-2	3	3	-1.7	-5
Cc1c(C(=O)NNC(=S)Nc2cccc(Cl)c2)nnn1-c1ccccc1	-1	5	3	1	0	4	-4	-1.1	-5
Cc1ccc(C2N(c3ccc(F)cc3)C(=O)C3CCCN32)cc1 (configuration not stated)	-1	0	6	1	1	4	-1	1.1	-3
CSc1ccc(NC(=O)Nc2cccn(Cc3ccccc3)c2=O)cc1	3	10	1	6	2	-4	-5	-0.6	-5
CN(C(=O)Cc1c(C(=O)O)n(C)c2ccccc12)c1cccc(C(F)(F)F)c1	-7	5	5	1	-2	1	3	-0.9	-2
O=C(CSc1n[nH]c(-c2ccncc2)n1)Nc1ccccc1	8	-3	10	1	-1	3	3	0.5	7
O=C1C(=Cc2ccccc2Cl)CCc2ccccc21	-10	3	-7	-2	-2	·	11	·	-7
Cc1cc(C(=O)Nc2c(C)nn(Cc3ccccc3Cl)c2C)no1	5	-1	5	0	2	2	4	-2.9	-1
O=C(COc1ccccc1)NNC(=O)c1ccc(Cl)cc1	-8	0	2	1	0	0	4	1.6	7
CCn1c(SCC(=O)N/N=C/c2ccc(C)s2)nc2ccccc21	-9	3	4	3	0	-4	-1	-1.7	-7
CCCCn1c(SCC(N)=O)nc2ccc(N3CCOCC3)cc2c1=O	-2	-1	8	2	-2	5	7	0.2	5
CCCNC(=O)C1(C)CCN(C(=O)c2c(F)ccc(C)c2F)C1 (configuration not stated)	10	-1	5	0	1	·	0	·	4
CC(=O)N=C1SC2CS(=O)(=O)CC2N1c1c(Cl)cccc1Cl (configuration not stated)	-14	-3	-1	1	-2	3	5	0.9	4
O=C(CCCn1cncn1)N1CCCC(Nc2ccc(F)cc2)C1 (configuration not stated)	3	0	-1	0	-2	13	-1	-0.9	4
COc1ccc(S(=O)(=O)NNC(=O)c2cccs2)cc1	-10	-12	6	1	-3	-6	6	1.8	-2
COc1ccnc2c1c(=O)n(Cc1cccc(F)c1)c(=O)n2C	7	9	-6	1	-2	-8	0	0.9	-3
Nc1cc(N)nc(SCC(=O)Nc2ccc3c(c2)OCO3)n1	6	10	8	0	-3	5	-4	0.0	3
COc1cc(OC)cc(C(=O)NCCNC(=O)c2ccccc2)c1	5	3	8	2	-2	-36	7	-1.7	-3
Cn1c2c(c(=O)n(C)c1=O)C(c1ccc(F)cc1)C(C#N)=C(N)O2 (configuration not stated)	-4	-11	2	1	-2	-13	2	1.7	-9
O=C(Nc1ncnc2c1ncn2[C@@H]1O[C@H](/C=C/C(=O)N2CCN(c3ccc(F)cc3)CC2)[C@@H](O)[C@H]1O)c1ccccc1	-17	-2	-2	-1	2	·	5	·	-1
CC(=O)Nc1ccc(-c2ccnc3c2CC(C(=O)Nc2ccc4c(c2)OCO4)O3)cc1 (configuration not stated)	-5	3	10	4	2	·	7	·	-1

Rows are unselected (roughly 2.6% active in at least one column).
